tim23-1 inh = inhibits growth of tim23-1 mutant yeast | S. cerevisiae tim23-1 growth, BacTiter-Glo luminescence, 24 h | inhibition, % at 20 µM | 1.3% of 330,000 active;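 active = growth inhibition of the mutant yeast at or above 50%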;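 also: temperature-sensitive mutant grown at 25 °C; plate controls were DMSO-treated mutant yeast for no effect and medium wells lacking yeast for full effect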
Jurkat NFkB inh = lowers PMA/ionomycin-induced NF-kB signal in Jurkat cells. PMA/ionomycin-induced NF-kB luciferase reporter, luminescence. inhibition, % at 4 µM. 0.53% of 330,000 active; in the data active = inhibition above about 50%
XBP1 UPR activ = adaptive UPR (XBP1) activation; CHO-XBP1 luciferase reporter, IRE1-XBP1 UPR activation, luminescence; percent of tunicamycin response, DMSO as zero; activation, % at 20 µM; 0.33% of 330,000 active;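 active = versus positive control, 20 µM dose yields 30% or more activation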;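 also: 100% = tunicamycin at 10 µg/mL and 0% = DMSO only wells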
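Material – CHO cell line with stable XBP1 luciferase reporter · Buffer or medium – F12 plus 10% FBS · Compound – single point, 20 µM final compound, 1% DMSO · Schedule – 16-18 h cell attachment at 37 °C, then 6 h compound exposure · Signal – Steady-Glo luminescence read · Benchmarks – high control tunicamycin 10 µg/mL final, low control DMSO vehicle only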
Mdm2-MdmX inh = disrupts the human Mdm2-MdmX interaction; AID 485346; 3% of 330,000 active; inhibition, % at 8 µM; SaOS-2 split-luciferase Mdm2/MdmX complementation, luminescence; O15151+Q00987;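 active = inhibition of at least 50% at 8 µM in the primary screen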
APJ ag = APJ receptor agonism; activation, % at 20 µM; CHO-K1 APJ PathHunter beta-arrestin, luminescence; 0% DMSO wells, 100% apelin; 0.11% of 330,000 active;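 active = activation more than six SD over the plate average, tested at 20 µM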;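 also: 0% = DMSO alone and 100% = apelin-13 at 10 nM; some results filed as inactive read as strong as hits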
Target sequence (P35414 whole entry, looked up): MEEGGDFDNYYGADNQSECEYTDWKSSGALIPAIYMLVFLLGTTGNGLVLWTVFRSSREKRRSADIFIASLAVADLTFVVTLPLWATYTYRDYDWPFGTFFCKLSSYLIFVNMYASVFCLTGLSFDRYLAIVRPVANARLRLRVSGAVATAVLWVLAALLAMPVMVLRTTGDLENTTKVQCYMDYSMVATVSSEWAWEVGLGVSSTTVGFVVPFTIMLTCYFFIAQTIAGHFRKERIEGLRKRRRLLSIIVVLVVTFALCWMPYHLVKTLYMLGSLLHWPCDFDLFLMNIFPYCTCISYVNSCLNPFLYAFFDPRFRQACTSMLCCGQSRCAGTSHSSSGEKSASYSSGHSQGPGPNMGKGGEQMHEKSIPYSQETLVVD
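Incubation: overnight seeding, 90 min compound at 25 °C, 1 h detection; test system: PathHunter CHO-K1 APJ (AGTRL-1) beta-arrestin reporter cells; amount: 1000 cells/well; doses: one dose, 20 µM compound, 1% DMSO; measured by: beta-gal luminescence; measure: agonist-driven arrestin binding to APJ; benchmarks: negative DMSO alone, positive Apelin-13 at 10 nM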
APJ antagonist = blocks the human apelin receptor APJ; P35414; CHO-K1 APJ beta-arrestin complementation, luminescence; inhibition, % at 20 µM; 0.32% of 330,000 active; AID 2521;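 active = inhibition above about 40% at 20 µM, limit read from the data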;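 also: cells challenged with 10 nM apelin-13 agonist together with compound; plate controls were apelin-13 plus DMSO wells for no effect and DMSO wells lacking apelin-13 for full effect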
UPR CHOP act = apoptotic UPR (CHOP) activation. activation, % at 10 µM. 0.34% of 330,000 active. CHO-CHOP luciferase reporter, luminescence; percent of tunicamycin response over DMSO baseline;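 active = at 10 µM dose, activation of 40% or more, normalized to positive control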;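 also: 100% = tunicamycin at 10 µg/mL and 0% = DMSO alone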
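measured by = luciferase luminescence | assay system = CHO-CHOP cells, stable luciferase reporter of PERK-eIF2a-CHOP signalling | amount = 500 reporter cells seeded per well | timing = 6 h compound exposure at 37 °C after overnight seeding | controls = positive tunicamycin 10 µg/mL, negative DMSO alone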
697 NFkB inh = lowers PMA/ionomycin-induced NF-kB signal in 697 B cells; 697 B-cell NF-kB luciferase reporter, 16 h; inhibition, % at 4 µM; 0.33% of 330,000 active; AID 435022; in the data active = inhibition above about 35%
The depositor's hits bear a star. An unsorted share of the library; overall some 5% were active at least once.

SMILES | tim23-1 inh | Jurkat NFkB inh | XBP1 UPR activ | Mdm2-MdmX inh | APJ ag | APJ antagonist | UPR CHOP act | 697 NFkB inh
O=S(=O)(c1cccc2ccccc12)n1nnc2ccccc21 | 12 | -2 | -1 | 4 | 5 | 10 | -0.8 | 16
CC1CCCCC12NC(=O)N(CC(=O)N1CCN(S(=O)(=O)c3ccc4c(c3)CCC4)CC1)C2=O (stereo not given) | -11 | -15 | -1 | 9 | -4 | -48 | 0.2 | 3
O=C(O)c1cccc(S(=O)(=O)Nc2ccccc2-c2ccccc2)c1 | 5 | 3 | 2 | 12 | 0 | 3 | -0.6 | 5
O=c1c2c([nH]n1-c1ccccc1)CCSC2 | 32 | -9 | -2 | 4 | 1 | -8 | -0.8 | -1
Cc1ccc(-n2c(=O)cc(N3CCN(Cc4ccccc4)CC3)[nH]c2=O)cc1 | 10 | 1 | 0 | 28 | -3 | -2 | 0.5 | 17
COc1ccccc1NC(=O)C1CCN(C(=O)C2CC(=O)N(c3ccc(C)cc3)C2)CC1 (stereo not given) | 9 | 8 | -7 | 7 | -4 | 10 | 0.2 | 16
O=C(COC(=O)c1ccccc1O)NCc1ccccc1Cl | 18 | 6 | 2 | -24 | -1 | -5 | 1.3 | 4
CCOC(=O)CC(NC(=O)c1cc2ccccc2oc1=O)c1cccc([N+](=O)[O-])c1 (stereo not given) | 15 | -4 | 1 | 7 | -2 | -2 | 0.1 | -14
O=C(NCc1ccco1)C(=O)c1c[nH]c2ccccc12 | -8 | -14 | 4 | -21 | -3 | 8 | 4.6 | -26
COc1ccc(N2CC(C(=O)NC3CC(C)(C)NC(C)(C)C3)CC2=O)cc1 (stereo not given) | -5 | -9 | -2 | -12 | -6 | -51 | -1.7 | -3
Cc1ccc(OCCn2cc(/C=C3\C(=O)NN(c4ccccc4)C3=O)c3ccccc32)cc1 | -17 | 7 | -1 | 11 | -6 | 25 | 0.9 | 24
Cc1cccc(Cc2cnc(N3C(=N)SC(c4ccccc4)C3=O)s2)c1 (stereo not given) | 29 | -2 | 0 | 22 | 0 | -4 | -0.4 | -18
Cc1cc(C)cc(C(=O)NC(=S)Nc2ccc(-c3cc4ccccc4oc3=O)cc2)c1 | 1 | -17 | 1 | 35 | -2 | -6 | 2.5 | 22
CC(Sc1nc2sccc2c(=O)n1-c1ccccc1)C(N)=O (stereo not given) | 10 | -2 | 5 | -3 | 0 | 5 | 1.2 | 14
Cc1onc(-c2c(F)cccc2Cl)c1C(=O)NNC(=O)C1CCN(Cc2cccc(F)c2)CC1 | 3 | 14 | -2 | 4 | -3 | -1 | 6.2 | 11
N#Cc1cccc(CSc2ncnc(N)n2)c1 | 11 | 0 | 4 | 8 | -5 | 9 | 0.6 | 0
CC(=O)NCCC(=O)Nc1cc(S(=O)(=O)N2CCCCC2)ccc1Oc1cccc(C)c1 | 12 | 5 | -6 | -5 | -4 | -20 | 1.1 | 8
Cc1ccc(NC(=O)Cc2c[nH]c3ccccc23)cc1S(=O)(=O)N1CCCCCC1 | 13 | -3 | -3 | 3 | -1 | -28 | 3.9 | -18
CCSc1nnc(NC(=O)C(C)C)s1 | -8 | -16 | 2 | 10 | -1 | -42 | -0.6 | -10
COCCCNC(=O)c1cc(Sc2ccc(F)cc2)nc2ccccc12 | 14 | -10 | -2 | -2 | 0 | 10 | -1.0 | -33
Cc1ccccc1S(=O)(=O)Nc1nc2ccccc2nc1NCCO | 11 | -6 | -6 | -1 | -2 | -11 | -1.8 | 11
CCC(C)c1ccc(O)c(NC(=O)c2cncc(Br)c2)c1 (stereo not given) | 30 | -2 | 1 | 9 | 7 | -16 | 0.7 | -40
c1cncc(CNc2ccc3c(c2)OCO3)c1 | -10 | -8 | -1 | 3 | 2 | -11 | 3.2 | -3
COCCN1C(=O)C(CC(=O)Nc2ccc(C(C)=O)cc2)SC1=Nc1ccccc1 (stereo not given) | 8 | -5 | -3 | 18 | 4 | -27 | -2.9 | 5
COc1ccc(-c2c3c(cc4ncn(Cc5ccccc5)c24)COC3=O)cc1 | 23 | -5 | 0 | 11 | -3 | 12 | 1.2 | 10
(cont.)
SMILES | tim23-1 inh | Jurkat NFkB inh | XBP1 UPR activ | Mdm2-MdmX inh | APJ ag | APJ antagonist | UPR CHOP act | 697 NFkB inh
CCN(CC(=O)Nc1ccccc1OC)C(=O)C1CCC1 | -8 | -1 | 2 | -1 | -7 | -61 | -0.4 | -2
CCS(=O)(=O)CCSC1OC(COC(C)=O)C(OC(C)=O)C(OC(C)=O)C1OC(C)=O (stereo not given) | -1 | -2 | -1 | 8 | -3 | 1 | 0.0 | 9
CSc1cccc(NC(=S)N(CCCN2CCCC2)Cc2cccn2Cc2ccc(Cl)cc2)c1 | -147 | -26 | 17 | 73* | -4 | 6 | 3.3 | 12
Cc1ccc(C)c(/C=N/NC(=S)NC(C)C)c1 | 23 | 5 | 3 | -12 | -4 | 4 | -0.8 | -4
CCc1cc(=O)oc2c(C)c(OCC(=O)NCc3ccccn3)ccc12 | 7 | 3 | 2 | 35 | -3 | -9 | 2.8 | 13
CC(C)CN1C(=O)c2ccc(NC(=O)Cc3ccccc3)cc2C1=O | -2 | 10 | 1 | 20 | -1 | -5 | -1.0 | -4
COc1ccc(S(=O)(=O)N(C)C[C@@H]2Oc3ccc(NS(=O)(=O)c4cn(C)cn4)cc3C(=O)N([C@@H](C)CO)C[C@@H]2C)cc1 | 4 | 18 | -2 | -2 | -1 | 3 | -1.4 | 3
CCOP(=O)(c1ccccc1Cl)C1(O)CCCCC1 (stereo not given) | -7 | -7 | -2 | 20 | -7 | 3 | -1.5 | 8
O=C(CC(C(=O)O)c1ccccc1)c1cccs1 (stereo not given) | -13 | 8 | 0 | 17 | 5 | 3 | 1.4 | 5
COc1ccc(-c2csc(Nc3ncccc3C)n2)cc1 | 29 | -112 | 5 | -220 | 6 | 1 | 3.7 | -214
CC(C)c1nnc(NC(=O)COc2ccccc2[N+](=O)[O-])s1 | 15 | -25 | -2 | -10 | -1 | -18 | 2.8 | 0
O=C(CCc1nnc(C2CCCCC2)o1)NCc1ccc(F)c(F)c1 | 0 | -11 | -1 | 5 | -3 | 10 | 0.1 | -2
CCOc1ccc(CCNC(=O)CS(=O)Cc2nc(-c3ccc(C)cc3)oc2C)cc1OCC (stereo not given) | 13 | 3 | -6 | 28 | 0 | 23 | 1.8 | -5
C#CC(C)(C)NC(=O)CSc1nc2c(c(=O)n(C)c(=O)n2C)n1CCCC | -6 | 10 | -1 | 13 | -5 | 4 | -0.4 | 1
CCCC(=O)Nc1cc(Cl)ccc1N1CCN(C(=O)CC)CC1 | 18 | 7 | -3 | 20 | -2 | 13 | -0.9 | -13
Cc1ccc(S(=O)(=O)N(CC(=O)Nc2ccc(Cl)c([N+](=O)[O-])c2)C2CCCCC2)cc1 | 19 | -10 | -2 | 39 | -3 | 7 | 2.9 | 5
CC(C)c1cccc(C(C)C)c1NC(=O)c1ccc(OCC(=O)NCc2ccccc2)cc1 | -11 | 0 | 2 | 75* | -1 | 14 | 0.2 | 20
CN(C(=O)c1ccccc1)C1(C)CCS(=O)(=O)C1 (stereo not given) | 0 | -12 | -3 | -1 | -4 | 4 | -3.5 | 19
CSCC[C@H](NC(=O)OC(C)(C)C)C(=O)N/N=C/c1cccc2nccnc12 | 11 | 3 | -1 | -11 | 1 | -21 | 1.0 | 6
Cn1c(Cn2nnc3ccccc32)nnc1SCC(=O)c1ccc(F)cc1 | 9 | -1 | 0 | 13 | -6 | 0 | -1.4 | 10
O=C(Nc1ccc(F)cc1)C(c1ccccc1)N1CCN(CC(=O)N2CCCC2)CC1 (stereo not given) | 4 | 13 | 6 | -17 | -4 | -18 | 3.0 | 13
Cc1ccc(S(=O)(=O)NCC(=O)N(CC2CCCO2)C(C(=O)NC2CCCCC2)C(C)C)cc1 (stereo not given) | 3 | 13 | -2 | -6 | -2 | 28 | 0.9 | 11
Cc1ccc(C2=NN(C(=O)CSc3nnnn3C)C(c3ccco3)C2)cc1 (stereo not given) | 21 | -6 | -2 | 13 | -2 | 1 | -2.3 | -2
CC(C)Oc1ccc(NC(=O)Oc2ccccc2)cc1 | 14 | -5 | -2 | -17 | 5 | -7 | 7.1 | -8
O=C(c1ccc(Br)o1)N1CCc2ccccc21 | 19 | -117 | 0 | -134 | -5 | 1 | 1.9 | -100
(listing goes on)
SMILES | tim23-1 inh | Jurkat NFkB inh | XBP1 UPR activ | Mdm2-MdmX inh | APJ ag | APJ antagonist | UPR CHOP act | 697 NFkB inh
Cc1ccccc1CCNC(=O)C1CCC(=O)N(CCc2cccc(F)c2)C1 (stereo not given) | 8 | -1 | 2 | -9 | 5 | -8 | 9.8 | 9
COc1ccc(OCc2nnc(SCC(=O)NNC(=O)c3ccc(C)cc3)n2C)cc1 | 6 | 11 | -2 | 8 | -2 | -2 | -1.1 | 14
Cc1ccc(C(=O)NCC(=O)NCCc2ccc(S(N)(=O)=O)cc2)s1 | -2 | -2 | 0 | -3 | -4 | 7 | 6.5 | 8
O=C(c1ccccc1F)N1CCCC(C(=O)N2CCc3ccccc3C2)C1 (stereo not given) | 5 | 16 | -1 | -20 | -5 | -3 | 0.9 | 18
O=C(NCCC1CCCCN1S(=O)(=O)c1ccc(Cl)cc1)C(=O)NCc1ccncc1 (stereo not given) | 11 | 3 | -2 | -34 | 3 | 5 | 0.6 | 45*
CCNC(=S)N(Cc1c(C)noc1C)c1ccccc1 | 4 | -24 | 0 | 6 | 2 | -10 | 1.8 | -17

11 entries from above, ordered by molar mass, ascending:
SMILES | tim23-1 inh | Jurkat NFkB inh | XBP1 UPR activ | Mdm2-MdmX inh | APJ ag | APJ antagonist | UPR CHOP act | 697 NFkB inh
c1cncc(CNc2ccc3c(c2)OCO3)c1 | -10 | -8 | -1 | 3 | 2 | -11 | 3.2 | -3
COc1ccc(-c2csc(Nc3ncccc3C)n2)cc1 | 29 | -112 | 5 | -220 | 6 | 1 | 3.7 | -214
CCc1cc(=O)oc2c(C)c(OCC(=O)NCc3ccccn3)ccc12 | 7 | 3 | 2 | 35 | -3 | -9 | 2.8 | 13
Cc1cccc(Cc2cnc(N3C(=N)SC(c4ccccc4)C3=O)s2)c1 (stereo not given) | 29 | -2 | 0 | 22 | 0 | -4 | -0.4 | -18
Cc1ccccc1CCNC(=O)C1CCC(=O)N(CCc2cccc(F)c2)C1 (stereo not given) | 8 | -1 | 2 | -9 | 5 | -8 | 9.8 | 9
C#CC(C)(C)NC(=O)CSc1nc2c(c(=O)n(C)c(=O)n2C)n1CCCC | -6 | 10 | -1 | 13 | -5 | 4 | -0.4 | 1
Cc1cc(C)cc(C(=O)NC(=S)Nc2ccc(-c3cc4ccccc4oc3=O)cc2)c1 | 1 | -17 | 1 | 35 | -2 | -6 | 2.5 | 22
COc1ccc(OCc2nnc(SCC(=O)NNC(=O)c3ccc(C)cc3)n2C)cc1 | 6 | 11 | -2 | 8 | -2 | -2 | -1.1 | 14
CC(C)c1cccc(C(C)C)c1NC(=O)c1ccc(OCC(=O)NCc2ccccc2)cc1 | -11 | 0 | 2 | 75* | -1 | 14 | 0.2 | 20
Cc1ccc(S(=O)(=O)NCC(=O)N(CC2CCCO2)C(C(=O)NC2CCCCC2)C(C)C)cc1 (stereo not given) | 3 | 13 | -2 | -6 | -2 | 28 | 0.9 | 11
CSc1cccc(NC(=S)N(CCCN2CCCC2)Cc2cccn2Cc2ccc(Cl)cc2)c1 | -147 | -26 | 17 | 73* | -4 | 6 | 3.3 | 12
